Compound activity (PubChem BioAssay)
Vif-APOBEC3G blk = Vif-A3G binding inhibition | Q9HC16 | HeLa A3G-eYFP + Vif (tagged APOBEC3G with the HIV-1 protein that degrades it), YFP fluorescence, overnight | Potency, µM (doses to about 46.1 µM), without a hit: top-dose activity, negative = active, most hits filed as inhibitors | 0.076% of 410,000 active | AID 602310;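 further: potency means the concentration at half of the fitted maximal effect; on the % scale 0 is the no-effect control and ±100 the full control effect; nearly all actives have a fitted effect of over 60% in size; hits raise eYFP signal because A3G escapes Vif-driven loss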
Target sequence (Q9HC16 whole entry, looked up): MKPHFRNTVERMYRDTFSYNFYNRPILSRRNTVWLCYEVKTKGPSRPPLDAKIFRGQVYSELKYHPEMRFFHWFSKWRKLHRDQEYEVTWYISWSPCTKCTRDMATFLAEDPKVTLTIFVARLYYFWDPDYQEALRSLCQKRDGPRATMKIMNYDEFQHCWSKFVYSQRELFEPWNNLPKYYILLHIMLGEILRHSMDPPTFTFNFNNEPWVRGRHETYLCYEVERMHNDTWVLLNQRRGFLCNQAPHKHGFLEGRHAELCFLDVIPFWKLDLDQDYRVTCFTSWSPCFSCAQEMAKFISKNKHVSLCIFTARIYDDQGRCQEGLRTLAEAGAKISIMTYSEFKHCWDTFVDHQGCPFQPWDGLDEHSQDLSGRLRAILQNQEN
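HeLa cells stably expressing Vif and C-terminally eYFP-tagged A3G, seeded overnight at 37 deg C, then exposed to compound by pintool overnight at 37 deg C. Rise in yellow fluorescence (Ex 488/Em 500-530, Acumen) marks blocked Vif-driven A3G degradation.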
Vif-A3F inh = blocks the Vif interaction with APOBEC3F. HeLa A3F-eYFP + Vif (tagged APOBEC3F with the HIV-1 protein that degrades it), YFP fluorescence increase. Potency, µM (top dose mostly 46.1 µM), without a hit: at the top dose activity, negative = active. 0.2% of 390,000 active. AID 602313; further: potency means the concentration at half of the fitted maximal effect; % of control where 0% means no effect; nearly all actives have a fitted effect of over 65% in size
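Fluorescence increase (Ex 488/Em 500-530) after overnight compound treatment at 37 deg C flags inhibition of Vif-driven A3F-eYFP loss in stable HeLa A3F-eYFP/Vif cells seeded overnight beforehand.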
Glioma ERSR ind = induces the endoplasmic reticulum stress response in human glioma cells. U87-MG GRP78 promoter luciferase reporter, 16 h. Potency, µM, inactives show at the highest dose activation, usual class: activators. 0.02% of 420,000 active. AID 602332; further: potency means the concentration at half of the fitted maximal effect; series mostly up to about 76 µM; % of control where 0% means no effect; nearly all actives have a fitted effect of over 35% in size
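Stably transfected U87-MG glioma cells carrying a GRP78-based luciferase sensor; 16 h compound incubation. Luminescence end-point read 10 min after Bright-Glo addition at room temperature.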
TrxR1 inh = blocks rat thioredoxin reductase 1. O89049. recombinant rTrxR1, NADPH fluorescence consumption, selenite substrate. Potency, µM (series often up to 114 µM), without a hit: at the top dose activity change, negative = inhibition, hits mostly inhibitors. 1% of 390,000 active; further: potency means the concentration at half of the fitted maximal effect; on the % scale 0 is the no-effect control and ±100 the full control effect; nearly all actives have a fitted effect of over 65% in size
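Rat TrxR1 (90 nM in the dispensed reagent) was pre-reduced with 400 uM NADPH for 5 min at room temperature, then incubated with compound for 15 min. After 400 uM selenite was added, NADPH fluorescence (Ex 340/Em 450 nm) was followed for 8 min.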
LDHA inh = LDHA (human) enzyme inhibition. purified LDHA, NADH/diaphorase-resazurin fluorescence; active compounds read low. P00338. 0.15% of 480,000 active. activity change, % (values are at about 110 or 230 µM); in the data active means activity change below about -30%; inconclusive means mostly about -25% to -30%;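 further: plate controls were DMSO wells for no effect and wells without enzyme for full effect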
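Human LDH5 at 2 nM final in Tris HCl pH 7.4 with 0.06 mM NADH and 0.2 mM pyruvate, reacted 5 minutes at room temperature. Remaining NADH coupled via diaphorase/resazurin; resorufin fluorescence read at 0 and 20 minutes, normalized to enzyme-free and DMSO wells.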
RGS4 inhibitor = human RGS4 inhibition; P49798; Transcreener GDP fluorescence polarization, RGS4-accelerated GTP hydrolysis; Potency, µM (top dose mostly 114 µM), for the others: at the highest dose activity change, negative = inhibition, actives largely listed as inhibitors; 0.039% of 390,000 active; further: potency means the concentration at half of the fitted maximal effect; on the % scale 0 is the no-effect control and ±100 the full control effect; nearly all actives have a fitted effect of over 75% in size; some results filed as inactive show a strong effect at the top dose
Target sequence (P49798 whole entry, looked up): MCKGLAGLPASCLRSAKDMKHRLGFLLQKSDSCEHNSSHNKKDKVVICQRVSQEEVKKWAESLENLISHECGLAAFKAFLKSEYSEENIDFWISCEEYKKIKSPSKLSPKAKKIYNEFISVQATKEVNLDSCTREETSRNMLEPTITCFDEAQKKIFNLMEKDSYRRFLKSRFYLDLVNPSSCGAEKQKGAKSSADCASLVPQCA
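MLSMR compounds (23 nl, pin-transferred) preincubated 10 min at room temperature with a 500nM (2x) first reagent, then RGS4 at 900nM (2x) plus Transcreener GDP mix added; fluorescence polarization (620/688 nm) read before and after 90 min at 30 °C.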
USP1-UAF1 inh = inhibitors of human USP1/UAF1 deubiquitinase; O94782; recombinant USP1/UAF1, Ub-Rhodamine cleavage fluorescence; Potency, µM (top dose mostly 57.1 µM), for the others: at the highest dose activity change, negative = inhibition, usual class: inhibitors; 0.23% of 390,000 active; further: potency means the concentration at half of the fitted maximal effect; on the % scale 0 is the no-effect control and ±100 the full control effect; nearly all actives have a fitted effect of over 60% in size; inactives centre near -12
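Step one: compound is pinned into 1nM USP1/UAF1 in HEPES pH 7.8 buffer with TCEP. Step two: 15 min room-temperature incubation. Step three: Ub-Rho (150nM final) starts cleavage, tracked by fluorescence over six one-minute reads.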
mIDH1 inhibitor = human IDH1 R132H inhibition; 0.093% of 390,000 active; Potency, µM (doses to about 76.6 µM), inactives show at the highest dose activity change, negative = inhibition, hits mostly inhibitors; IDH1-R132H enzyme, NADPH consumption, diaphorase/resazurin fluorescence; further: potency means the concentration at half of the fitted maximal effect; on the % scale 0 is the no-effect control and ±100 the full control effect; nearly all actives have a fitted effect of over 65% in size
Target sequence (O75874 whole entry R132H, stated change not applied): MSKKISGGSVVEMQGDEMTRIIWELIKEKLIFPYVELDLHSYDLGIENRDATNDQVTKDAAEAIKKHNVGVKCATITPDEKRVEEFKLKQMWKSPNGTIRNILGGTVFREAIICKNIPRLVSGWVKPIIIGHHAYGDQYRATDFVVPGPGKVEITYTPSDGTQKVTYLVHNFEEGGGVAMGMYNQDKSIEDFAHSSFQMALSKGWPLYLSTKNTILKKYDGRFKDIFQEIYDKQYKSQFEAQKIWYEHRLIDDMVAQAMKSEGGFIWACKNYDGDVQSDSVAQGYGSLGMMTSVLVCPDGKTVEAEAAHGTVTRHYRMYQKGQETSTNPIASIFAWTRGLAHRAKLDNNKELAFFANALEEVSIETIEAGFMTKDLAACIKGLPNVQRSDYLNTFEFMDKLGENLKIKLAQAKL
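IDH1-R132H (0.5 ug/mL) preincubated 30 min with compound, then NADPH (0.016 mM) and alpha-KG (2 mM) added; 80 min at RT, pH 7.5. Remaining NADPH coupled via diaphorase/resazurin to fluorescence (540/590 nm); concentration-response curves normalized to no-enzyme control.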
TrxR1 substrate = substrates of rat thioredoxin reductase 1; O89049; purified TrxR1 substrate turnover, NADPH consumption readout; Potency, µM (series often up to 114 µM), for inactives: at the highest dose activity change, negative = substrate turnover; 0.01% of 390,000 active; AID 588456; further: potency means the concentration at half of the fitted maximal effect; on the % scale 0 is the no-effect control and ±100 the full control effect; nearly all actives have a fitted effect of over 50% in size
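Rat TrxR1, dispensed at 90 nM, was prereduced with 400 uM NADPH (final) for 5 min at ~22 deg C, then incubated with compound 15 min before 400 uM selenite. A first-read NADPH fluorescence drop versus no-compound background flagged substrates.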
The depositor's hits bear a star; ? = inconclusive; nt = no result given; & = joins results of further samples; [ ] = another dose, or the depositor's remark. Unless noted, the call rests on the fitted dose curve; in most records, active means well fitted curve in the direction sought with a large enough effect; inconclusive means small, poorly fitted or top-dose-only effect, or another doubt; inactive means no such curve, though single readings can be large; an effect the other way counts as inactive or inconclusive. This is a subset; the hit share may differ from the screen's.

Codes: A = Vif-APOBEC3G blk; B = Vif-A3F inh; C = Glioma ERSR ind; D = TrxR1 inh; E = LDHA inh; F = RGS4 inhibitor; G = USP1-UAF1 inh; H = mIDH1 inhibitor; I = TrxR1 substrate
compound: CCC(C)NC(=O)CSc1nnc(-c2cc(-c3ccc(C)cc3)nc3ccccc23)n1N (stereo not given)
  A = -8%; B = 7%; C = -1%; D = -1%[57.1 µM]; E = -2; F = 29%; G = -8%; H = 1%; I = 21%[57.1 µM]

compound: CC1CCN(C(=O)CCn2c(=O)oc3ccc(Cl)cc32)CC1
  A = -5%; B = -5%; C = 1%; D = nt; E = -2; F = nt; G = 8%; H = -2%; I = nt

compound: COC(=O)C1C(=O)c2c([nH]c(C(=O)OC3CCCCCC3)c2C)CC1C (stereo not given)
  A = -2%; B = 2%; C = 3%; D = 15%[57.1 µM]; E = -5; F = -1%; G = -17%; H = 1%; I = 8%[57.1 µM]

compound: CC(C)NC(=O)COC(=O)C1CSC2(c3ccc(Br)cc3)CCC(=O)N12 (stereo not given)
  A = 0%; B = 0%; C = -1%; D = 8%[57.1 µM]; E = -8; F = -5%; G = -11%; H = -9%; I = 0%[57.1 µM]

compound: CN(C)S(=O)(=O)N1CCCC(C(=O)c2ccc(-c3ccccc3)cc2)C1 (stereo not given)
  A = 2%; B = -5%; C = -4%; D = 32%[57.1 µM]; E = -2; F = -6%; G = -16%; H = 1%; I = 6%[57.1 µM]

compound: O=C(Nc1ccc(F)cc1)c1ccccc1CC[N+](=O)[O-]
  A = 0%; B = 2%; C = -4%; D = 24%[57.1 µM]; E = 0; F = -32%; G = -14%; H = 10%; I = 1%[57.1 µM]

compound: CC(=O)c1cn(CC(=O)Nc2ccccc2)c2ccccc12
  A = 1%; B = -8%; C = -4%; D = 5%; E = -14&2; F = 20%; G = -8%; H = -1%; I = 12%

compound: CC12CCC(C(=O)CC1=O)C2(C)C (stereo not given)
  A = 1%; B = 8%; C = -7%; D = 6%[11.4 µM]; E = -3; F = -39%; G = -13%; H = 5%; I = -5%[57.1 µM]

compound: CC(=O)N1CCCc2ccc(NS(=O)(=O)c3ccc(C)cc3)cc21
  A = -25%; B = 8%; C = -4%; D = 11%; E = 2; F = -43%; G = -17%; H = 12%; I = 0%

compound: Cc1ccc(C(=O)Cn2nnc3c(sc4nc5c(c(-c6ccccc6)c43)CCC5)c2=O)cc1
  A = 6%; B = -2%; C = -5%; D = 5%[57.1 µM]; E = -1; F = 6%; G = -5%; H = -6%; I = 12%[57.1 µM]

compound: O=C1CC(N2CCN(c3ccc(Cl)cc3)CC2)C(=O)N1c1ccc(F)cc1 (stereo not given)
  A = 3%; B = 0%; C = -1%; D = 12%; E = -3; F = 27%; G = -7%; H = -4%; I = -4%

compound: O=[N+]([O-])c1ccc(COc2cccc(CN3CCCCC3)c2)cc1
  A = 2%; B = 4%; C = -1%; D = -12%; E = 3; F = -9%; G = -28%; H = 13%; I = -6%

compound: Fc1ccccc1Cn1nnc2c(NCCc3ccccn3)ncnc21
  A = 2%; B = 7%; C = 2%; D = -12%; E = 1; F = 5%[11.4 µM]; G = -12%; H = -3%; I = -13%

compound: Cc1ccc(NC(=O)CSc2nc3[nH]ncc3c(=O)[nH]2)cc1
  A = 0%; B = -12%; C = -2%; D = 14%[57.1 µM]; E = -14; F = 11%; G = -10%; H = -10%; I = 6%[57.1 µM]

compound: Cc1ccc2c(=O)c(C(=O)c3ccc(F)cc3)cn(CC(=O)NC3CCCCC3)c2n1
  A = 0%; B = -3%; C = -2%; D = 12%; E = -5; F = -21%; G = 2%; H = -4%; I = -4%

compound: N/C(=N\OC(=O)c1cccc(Br)c1)c1ccccn1
  A = -10%; B = 1%; C = -15%; D = 17%; E = -2; F = -5%; G = -17%; H = 2%; I = 1%

compound: O=C(CCN1C(=O)/C(=C/c2ccccc2Cl)SC1=S)NC1CCS(=O)(=O)C1 (stereo not given)
  A = 1%; B = -10%; C = -5%; D = 20%; E = 1; F = 18%; G = -9%; H = -5%; I = 4%

compound: S=C(NCc1ccco1)Nc1ccc(Br)cn1
  A = -11%; B = -9%; C = 4%; D = ?; E = 1; F = ?; G = -23%; H = 0%; I = 2%

compound: Cc1ccc(C(=O)O)c(C(=O)Nc2nc(C)cs2)c1
  A = -2%; B = -12%; C = -4%; D = 20%[57.1 µM]; E = -5; F = -1%; G = -18%; H = 12%; I = 0%

compound: COc1ccc(CCNC(=O)c2cc3c(-c4ccccc4F)nn(C)c3s2)c(OC)c1
  A = -24%; B = -6%; C = -2%; D = 14%; E = -5; F = 5%; G = ?; H = -6%; I = 1%

compound: CCN(CC)CC(O)COCCC12CC3CC(CC(C3)C1)C2 (stereo not given)
  A = -1%; B = 10%; C = 3%; D = 5%[57.1 µM]; E = -9; F = -10%; G = -3%; H = 1%; I = -1%[57.1 µM]

compound: O=C(O)c1ccccc1C(=O)NCc1ccccc1
  A = 1%; B = -11%; C = 3%; D = 9%[57.1 µM]; E = -4; F = 13%; G = -15%; H = 2%; I = 6%[57.1 µM]

compound: COC(=O)Nc1nnc(CCc2ccccc2)s1
  A = 0%; B = 2%; C = 0%; D = 17%[57.1 µM]; E = -1; F = 3%; G = -6%; H = 1%; I = 9%[57.1 µM]

compound: CCC(C)NC(=O)Cn1c(=O)n(CCCCCC(=O)NCc2ccccc2Cl)c(=O)c2sccc21 (stereo not given)
  A = 2%; B = 2%; C = -3%; D = 11%; E = -5; F = -15%; G = -23%; H = -16%; I = -4%

compound: COc1ccc(OC)c(/C=C2\C=Cc3ccccc32)c1
  A = ?; B = nt; C = -2%; D = 5.6µM*; E = 11; F = nt; G = nt; H = nt; I = 5%

compound: CCC1CCc2sc(C(=O)NNC(=O)c3ccncc3)cc2C1 (stereo not given)
  A = 2%; B = -9%; C = 1%; D = 8%; E = -1; F = 13%; G = -6%; H = 2%; I = -4%

compound: COc1cc(OC)c(NC(=O)c2c(C)oc3ncn(C)c(=O)c23)cc1Cl
  A = -1%; B = -7%; C = -2%; D = 6%; E = 0; F = -6%; G = ?; H = 0%; I = 3%

compound: O=C(Nc1cc2c(ccc3ccccc32)oc1=O)C1CCCCC1
  A = 0%; B = -7%; C = -2%; D = 30%[activator]; E = -4; F = 1%; G = -19%; H = 3%; I = 47%[activator]

compound: CC1(C)Cc2c(sc3c2c(=N)n(Cc2ccco2)c(=O)n3CC(=O)Nc2ccc(Cl)cc2)CO1
  A = 0%; B = 2%; C = -1%; D = -1%; E = -2; F = -5%; G = -6%; H = 2%; I = -10%

compound: Cc1cc2nc(-c3cccnc3SCC(=O)NC(C)C)[nH]c2cc1C
  A = -4%; B = 1%; C = -1%; D = 33%; E = -8; F = 7%; G = -16%; H = 2%; I = 28%

3 records drawn at random from those above, as already listed:
Codes: A = Vif-APOBEC3G blk; B = Vif-A3F inh; C = Glioma ERSR ind; D = TrxR1 inh; E = LDHA inh; F = RGS4 inhibitor; G = USP1-UAF1 inh; H = mIDH1 inhibitor; I = TrxR1 substrate
compound: Cc1ccc2c(=O)c(C(=O)c3ccc(F)cc3)cn(CC(=O)NC3CCCCC3)c2n1
  A = 0%; B = -3%; C = -2%; D = 12%; E = -5; F = -21%; G = 2%; H = -4%; I = -4%

compound: O=C(Nc1cc2c(ccc3ccccc32)oc1=O)C1CCCCC1
  A = 0%; B = -7%; C = -2%; D = 30%[activator]; E = -4; F = 1%; G = -19%; H = 3%; I = 47%[activator]

compound: COc1cc(OC)c(NC(=O)c2c(C)oc3ncn(C)c(=O)c23)cc1Cl
  A = -1%; B = -7%; C = -2%; D = 6%; E = 0; F = -6%; G = ?; H = 0%; I = 3%

Later entries.
Codes: A = Vif-APOBEC3G blk; B = Vif-A3F inh; C = Glioma ERSR ind; D = TrxR1 inh; E = LDHA inh; F = RGS4 inhibitor; G = USP1-UAF1 inh; H = mIDH1 inhibitor; I = TrxR1 substrate
compound: COC(=O)c1ccccc1NC(=O)CN1CCN(C(=O)c2ccco2)CC1
  A = 0%; B = -8%; C = -6%; D = ?; E = 0; F = 38%; G = 3%; H = 1%; I = 4%

compound: Fc1ccc(CN2CCCCCCC2)cc1F
  A = -2%; B = -21%; C = -2%; D = 18%; E = ?; F = 2%; G = -10%; H = -3%; I = 1%

compound: C=CC[C@@H](Cc1ccc(F)cc1)C(=O)OC[C@@H]1CCCN1C(=O)[C@H](CC=C)CC(=O)N(CCO)Cc1ccccc1
  A = -1%; B = 1%; C = -2%; D = 13%; E = 4; F = -14%; G = ?; H = 4%; I = -8%

compound: CC1=CCC(C(=O)O)C(C(=O)NC2CCCCC2)C1 (stereo not given)
  A = -1%; B = -9%; C = 4%; D = -1%; E = -2; F = -6%; G = 4%; H = -2%; I = -1%

compound: N/C(=N\OC(=O)Cc1cccs1)c1ccccc1
  A = 1%; B = -4%; C = 6%; D = -15%; E = -4; F = -43%; G = -17%; H = 9%; I = -5%

compound: CCn1c(C)c(C(C)=O)c(N2CCN(c3ccccc3)CC2)nc1=S
  A = -2%; B = 2%; C = -3%; D = 2%[57.1 µM]; E = 0; F = -7%; G = -22%; H = 8%; I = -12%

compound: CCOc1ccc(NC(=S)N(CCc2c(C)[nH]c3ccc(C)cc23)Cc2ccncc2)cc1
  A = -10%; B = -8%; C = 3%; D = -11%; E = 0; F = 12%; G = -7%; H = 3%; I = -14%
